# Screening results from PubChem.
# core dimer inh: blocks dimerization of HCV core protein; 300,000 compounds, 0.33% hits; TR-FRET GST/Flag-core106 dimerization, 1536-well; inhibition, % at 5 µM;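 active = inhibition above the mean of all tested compounds plus 3 SD, set per screening campaign, cut at about 45% in these data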
#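 Assay system – GST-tagged and Flag-tagged HCV core protein residues 1-106 · Quantity – core106 proteins, GST 13.5 nM and Flag 17 nM · Benchmarks – unlabelled core106 and no-GST-core106 wells · Read-out basis – percent inhibition of core106 dimerization signal · Detection – time-resolved FRET, ex 340 nm, em 617 and 671 nm · Schedule – 4 h at 22.5 °C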
# Fh CTSL1 inh: counter-screen for PFM18AAP inhibitors: inhibitors of F. hepatica cathepsin L1 | recombinant F. hepatica cathepsin L1, Z-Leu-Arg-MCA fluorescence | inhibition, % at 5.96 µM | 300,000 compounds, 0.49% hits;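 active = inhibition above the mean of all tested compounds plus 3 SD, set per screening campaign, cut at about 17% in these data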;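 also: 0% = plate median of test compound wells and 100% = 1 µM Z-Phe-Ala-diazomethylketone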
# PP1 counter: PP1-alpha (human) inhibition in PP5 counter-screen | P62136 | purified PP1alpha, OMFP fluorescence | inhibition, % at 6.7 µM | 320,000 compounds, 0.9% hits;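 active = inhibition above the mean inhibition of all tested compounds plus 3 SD, computed separately for each screening campaign, cut at about 15% in these data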
# Efflux pump mplx: inhibitors of Candida antifungal efflux pumps expressed in yeast; S. cerevisiae Candida pump triplex, Nile Red efflux; inhibition, % at 10 µM; 330,000 compounds, 0.44% hits; AID 485275;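 active = plate passing quality check with inhibition over a set limit, or well fluorescence over plate mean plus 4 SD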;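 also: Nile Red retained in pooled yeast measured as flow cytometry median fluorescence; 0% = buffer negative control and 100% = Enniatin B positive control; higher means more Nile Red kept so more efflux inhibition; some compounds called inactive have numbers as strong as hits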
# procasp3 activ: activates human procaspase-3; recombinant procaspase-3 D3A, Ac-DEVD-pNA absorbance 405 nm; activation, % at 8.5 µM; 330,000 compounds, 0.11% hits; AID 463141;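 active = activation above the mean of all tested compounds plus 3 SD, cut at about 21% in these data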;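 also: 0% = DMSO alone and 100% = DMSO wells spiked with extra 5 µM PC-3 D3A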
# Target sequence (P42574 whole entry D9A/D28A/D175A): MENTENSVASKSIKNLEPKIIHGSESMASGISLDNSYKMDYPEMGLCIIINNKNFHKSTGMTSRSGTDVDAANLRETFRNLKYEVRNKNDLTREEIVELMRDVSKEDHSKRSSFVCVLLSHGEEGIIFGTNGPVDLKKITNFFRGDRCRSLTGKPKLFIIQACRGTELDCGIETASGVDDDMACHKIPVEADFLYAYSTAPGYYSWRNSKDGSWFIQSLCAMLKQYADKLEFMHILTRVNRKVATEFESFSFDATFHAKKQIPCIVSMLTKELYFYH
#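 System: Procaspase-3 D3A mutant. Medium: Zinc-free 300 mM NaCl, 50 mM HEPES, 0.01% Triton X-100. Schedule: 1 h preincubation plus 2 h reaction at 25 °C. Measured by: 405 nm absorbance of p-nitroaniline, reads at 0 and 120 min. Read-out: percent activation relative to control range.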
# GASC-1 inh: inhibitors of human GASC-1 (JMJD2C) demethylase; inhibition, % at 2.35 µM; AID 2099; 330,000 compounds, 0.069% hits; Q9H3R0; GST-JMJD2C(1-420) H3K9me3 demethylation, DELFIA europium;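 active = more than half of a compound's replicate wells show inhibition beyond 50%, single wells judged on their own value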;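 also: signal counts dimethyl H3K9 product captured on neutravidin plate; 0% = median of DMSO wells and 100% = 0.3 times that DMSO median; strong numbers were not always called active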
# Target sequence (Q9H3R0 1-420 limits assumed): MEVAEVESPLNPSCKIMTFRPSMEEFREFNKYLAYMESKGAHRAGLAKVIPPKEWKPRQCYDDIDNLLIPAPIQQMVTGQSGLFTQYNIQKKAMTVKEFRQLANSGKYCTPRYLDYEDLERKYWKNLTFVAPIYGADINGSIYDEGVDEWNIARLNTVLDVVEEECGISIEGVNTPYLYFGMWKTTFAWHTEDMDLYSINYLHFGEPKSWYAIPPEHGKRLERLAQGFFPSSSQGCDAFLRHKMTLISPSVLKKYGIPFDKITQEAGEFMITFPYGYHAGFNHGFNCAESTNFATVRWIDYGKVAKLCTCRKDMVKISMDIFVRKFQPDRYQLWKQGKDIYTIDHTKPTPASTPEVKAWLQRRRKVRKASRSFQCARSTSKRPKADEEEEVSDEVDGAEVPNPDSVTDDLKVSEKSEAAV
# procasp7 counter: counter-screen for procaspase-3 activators: activators of human procaspase-7; recombinant procaspase-7, Ac-DEVD-pNA absorbance 405 nm; D23A/D198A/D206A triple mutant, cannot self-cleave; scale: DMSO 0, 5 µM enzyme 100; activation, % at 8.5 µM; AID 463210; 330,000 compounds, 0.093% hits;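 active = percent activation above the screen-wide mean plus 3 SD, cut at about 25% in these data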
# Target sequence (P55210 whole entry D23A/D198A/D206A): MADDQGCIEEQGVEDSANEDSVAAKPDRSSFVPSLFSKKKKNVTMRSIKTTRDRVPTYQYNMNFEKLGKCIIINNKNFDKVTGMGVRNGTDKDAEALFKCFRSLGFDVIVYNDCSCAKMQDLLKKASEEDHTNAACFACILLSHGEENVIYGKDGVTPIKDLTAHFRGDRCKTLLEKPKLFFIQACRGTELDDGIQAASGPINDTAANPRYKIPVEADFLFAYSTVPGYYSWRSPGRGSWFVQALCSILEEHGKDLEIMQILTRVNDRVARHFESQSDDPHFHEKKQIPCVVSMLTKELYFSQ
#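 System: Uncleavable procaspase-7 mutant enzyme; Amount: 2 µM procaspase-7 mutant as dispensed; Schedule: 1 h compound preincubation, 2 h substrate cleavage, 25 °C; Measured by: 405 nm absorbance of p-nitroaniline; Evaluation: percent activation from buffer-corrected 0–120 min absorbance change; Control set: low DMSO alone, high DMSO plus 5 µM PC-7.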
# PP5 inh: blocks human protein phosphatase 5 activity. P53041. purified PP5c, OMFP substrate fluorescence. inhibition, % at 6.7 µM. 320,000 compounds, 0.18% hits. AID 1987;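 active = inhibition above the campaign's mean inhibition across all tested compounds plus 3 SD, cut at about 9.5% in these data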;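 also: 0% = DMSO only and 100% = 100 µM cantharidin control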
# TPT1 inh: blocks Candida albicans tRNA 2'-phosphotransferase; recombinant caTPT1, FP RNA substrate dephosphorylation; inhibition, % at 5 µM; 300,000 compounds, 0.81% hits; AID 1962;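 active = inhibition above the mean of all tested compounds plus 3 SD, set per screening campaign, cut at about 24% in these data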;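 also: plate controls were DMSO alone for no effect and ferristatin control at 100 nM for full effect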
# * marks the source's active call; other numbers are inactive results; x = not tested or not shown.
SMILES,core dimer inh,Fh CTSL1 inh,PP1 counter,Efflux pump mplx,procasp3 activ,GASC-1 inh,procasp7 counter,PP5 inh,TPT1 inh
CCc1nc2sc(C(C)=O)c(N)c2c2c1CCCC2,1,4,4,-0.1,-20,-1,-21,3.8,-7
Cc1c(NC(=O)C(C)OC(=O)c2cccc(S(=O)(=O)N3CCOCC3)c2)c(=O)n(-c2ccccc2)n1C (configuration not stated),-1,-2,-4,0.2,4,-5,8,-0.5,0
COc1ccc(CCNC(=O)c2cc(C3CC3)nc3c2cnn3C(C)C)cc1OC,x,x,5,0.1,2,-2,-3,2.3,x
CCOc1cccc(C(=O)N(Cc2cccc(F)c2)C2CCS(=O)(=O)C2)c1 (configuration not stated),8,-3,-3,-0.3,1,5,3,1.9,-1
O=C1CC(N2CCC(O)(c3ccc(Br)cc3)CC2)C(=O)N1c1ccc(Cl)cc1 (configuration not stated),-1,-4,1,0.1,-21,3,-34,2.6,0
Cn1c(CC(=O)NNC(=O)c2ccc(Cl)nc2)nc2ccccc21,x,x,x,0.0,14,11,9,x,x
COCCn1c(N)c(C(=O)NCc2cccs2)c2nc3ccccc3nc21,2,-2,0,0.2,64*,-8,-1,11*,7
CN(c1nc2ccccc2n2c(-c3ccco3)nnc12)S(=O)(=O)c1ccccc1,7,2,2,0.1,5,-5,10,-1.9,0
O=C1c2cccc3cc([N+](=O)[O-])cc(c23)C(=O)N1c1ccccc1O,0,4,-3,0.1,-2,5,1,1.3,2
COC(=O)C(C(=O)Nc1ccc(OC)cc1)C1CCCCCC1 (configuration not stated),-6,-2,0,-0.3,2,10,3,2.5,-2
Cc1cc(=O)oc2cc(OCC(=O)NCCCN3CCCC3=O)c(Cl)cc12,-12,3,-1,-0.3,1,-2,-6,-0.7,-4
CCC(=O)N1CCc2cc(Br)cc(S(=O)(=O)C3(C(=O)OC)CC3)c21,-1,4,0,0.1,-2,-3,13,1.0,-1
COC(=O)C(CC(C)C)NC(=O)/C=C/c1ccccc1Cl (configuration not stated),-3,3,-1,0.0,1,4,6,1.2,-2
COc1ccc(NC(=O)CN(C)C(=O)c2ccccc2SCC(=O)N2CCCC2)cc1,-10,2,-5,-0.1,6,0,0,0.9,-2
Cc1ccc(C)c(S(=O)(=O)N2CCN(C(=O)CN3C(=O)NC(C)(C)C3=O)CC2)c1,x,x,-1,-0.2,1,0,4,4.5,x
O=C(C(Cl)Cl)N1CCN(c2ccccn2)CC1,3,-2,1,-0.2,3,2,-13,1.4,-1
O=C(O)[C@@H]1CCCN1C(=O)COc1ccc2c3c(c(=O)oc2c1)CCC3,2,1,-1,0.0,1,-3,-2,1.7,-1
Cc1nc(NC(=O)c2ccc(Br)s2)sc1C(=O)N(C)C,5,3,1,0.1,1,5,-3,2.4,0
Cc1cc(O)c(C(=O)/C=C/c2ccccc2Br)c(=O)o1,13,-5,12,0.2,-8,3,-7,1.2,22
N[C@@H]1CONC1=O,-4,1,0,0.1,7,-4,1,-0.3,-5
CSc1ccc(CN2CCCC(CO)(Cc3ccccc3)C2)cc1 (configuration not stated),-11,0,0,0.3,1,-9,-16,0.4,1
COc1ccc(Cl)cc1N(CC(=O)Nc1cccc(SC)c1)S(C)(=O)=O,2,-1,0,0.5,7,-4,-6,3.0,1
c1ccc(CSc2nnnn2-c2ccccc2)cc1,0,-3,-3,0.1,2,-2,-1,0.4,-2
CCc1ccc(C(c2ccc(CC)cc2)C(Cl)Cl)cc1,x,x,-1,0.2,11,2,3,0.2,x
CCN(CC)S(=O)(=O)c1ccc(OCCNS(C)(=O)=O)cc1,-3,-4,-2,-0.3,-1,6,-3,0.0,-1
N#CCCN(C(=O)COC(=O)C1=COCCO1)c1ccc(F)cc1,2,3,-1,0.0,2,1,3,-0.2,1
Cc1ccc(NC(=O)CS(=O)CC(=O)N(C2CCCC2)C(C)C(=O)NC2CCCCC2)cc1 (configuration not stated),-3,-2,0,0.4,-10,0,0,1.1,-2
CCOc1ccccc1NC(=O)CSC1=C(C#N)C(c2ccco2)C(C(=O)Nc2nc3ccccc3s2)=C(C)N1 (configuration not stated),17,0,4,-0.1,10,-11,-16,3.7,6
CC12CC(c3ccccc3O1)N(C(=O)c1ccco1)C(=S)N2c1ccccc1 (configuration not stated),20,1,-1,0.1,-10,20,2,8.3,3
CN1CCCN(C(=O)CNC(=O)c2ccccc2Br)CC1,x,x,x,0.3,7,-8,-7,x,x
Cn1cc(CC(=O)NC2CCCCC2)c2ccccc21,2,-1,0,0.0,-4,5,5,2.9,-3
CCOc1ccccc1C(=O)Nc1cccc2cccnc12,0,5,0,0.1,-1,-13,-1,2.0,1
Cc1ccccc1Cn1cnc2c(NS(C)(=O)=O)c(C)c(C)cc21,1,-1,3,0.2,8,4,-1,3.1,1
CCc1cc2c(-c3ccccc3)cc(=O)oc2cc1OC(C)C(C)=O (configuration not stated),12,5,3,0.0,8,-13,0,3.0,0
CC(C)NCC(O)c1ccc(NS(C)(=O)=O)cc1 (configuration not stated),3,4,-5,0.1,-1,-7,14,-0.8,-2
O=C(NCC1COc2ccccc2O1)C1CCN(S(=O)(=O)c2cccc3nsnc23)CC1 (configuration not stated),-3,4,-2,0.1,2,-5,-2,2.5,0
c1ccc(-c2nnc(CN3CCCCC3)o2)cc1,9,1,0,-0.2,-2,-18,11,4.5,-3
CC(=O)N1CCN(C(=O)c2c(-c3ccccc3)noc2C)CC1,x,x,-3,-0.2,8,4,0,2.0,x
COc1ccc(/C=C/C(=O)Nc2nc(C)c(C(=O)N(C)C)s2)cc1,2,2,-3,0.2,1,-4,-9,3.3,-1
Cc1nc(S(=O)(=O)c2ccc(Cl)cc2)c(NCc2ccccc2)o1,1,28*,-4,-0.1,-4,1,-5,-1.2,-3
COc1ccc(-c2nnc(SC(C)C(=O)NCc3ccc4c(c3)OCO4)n2Cc2ccco2)cc1 (configuration not stated),7,-2,1,-0.1,0,30,10,0.9,4
COc1ccc(NC(=O)c2ccc(NCCN3C(=O)CCC3=O)c([N+](=O)[O-])c2)cc1,7,-2,0,0.1,4,-6,0,0.1,-2
O=C(C[C@H]1C/C=C/CC[C@@H](Cc2ccc(F)cc2)C(=O)OC[C@H](c2ccccc2)NC1=O)NCCO,x,x,x,0.3,1,3,6,x,x
CC1CN(C(=O)c2ccc(N3CCCCC3)c([N+](=O)[O-])c2)CC(C)O1 (configuration not stated),2,-6,-5,0.0,-4,-29,3,0.5,0
COc1ccc2ccccc2c1CNc1nnnn1C,-1,-1,3,0.0,3,7,2,1.8,-1
CCOC(=O)N1CCN(C(=O)Cn2ncc3c2-c2ccccc2OC3)CC1,-5,1,-4,0.4,5,14,-9,1.9,-4
Cc1cc(C)n(Cc2ccc(C(=O)NCCC3=CCCCC3)o2)n1,7,3,-4,0.1,3,1,6,-0.1,-1
CCOC(=O)C1CCCCN1S(=O)(=O)c1cc2c(cc1C)NC(=O)CO2 (configuration not stated),5,-5,1,0.5,8,-14,7,3.8,2
CCSc1nnc(-c2sc3nnc(-c4ccccc4)c(-c4ccccc4)c3c2N)o1,6,1,5,0.1,-11,5,-15,1.5,42*
C=CCNc1nc(NCc2ccccc2)c(C#N)c2c1CN(C)CC2,-8,-2,1,-0.1,-8,-3,-6,2.8,-5
CCCn1c(C)cc(C(=O)CN2C(=O)c3ccccc3C2=O)c1C,1,0,-1,-0.1,2,2,2,-1.6,2
O=C(Nc1cccc2oc(=O)ccc12)c1ccc([N+](=O)[O-])cc1[N+](=O)[O-],21,-2,-1,0.1,4,2,9,3.6,2
CC1CCN(CCC(=O)Nc2ccc(F)c(F)c2)CC1,8,1,-3,0.0,6,-9,3,1.1,1
CN(C(=O)COC(=O)c1cc(=O)[nH]c2ccccc12)c1ccccc1,x,x,x,0.1,5,7,-7,x,x
CCn1c(C)cc(/C=C2/NC(=O)N(c3ccccc3)C2=O)c1C,2,0,-1,0.4,1,3,-10,2.6,-8
CCC(C)c1ccccc1NC(=O)COC(=O)CCc1cc(OC)c(OC)c(OC)c1 (configuration not stated),-7,-6,-2,0.6,-1,3,-3,2.3,-1
CCCCn1c(=N)n(CC(=O)c2ccc(Br)s2)c2ccccc21,14,3,10,0.0,6,1,2,-0.7,-5
CCCOP(=O)(c1ccc(N(C)C)cc1)C(O)c1ccc(Cl)cc1 (configuration not stated),7,-8,-5,-0.2,4,-12,7,-1.0,-1

# Grouped by structure: those above containing a Cl atom
SMILES,core dimer inh,Fh CTSL1 inh,PP1 counter,Efflux pump mplx,procasp3 activ,GASC-1 inh,procasp7 counter,PP5 inh,TPT1 inh
O=C1CC(N2CCC(O)(c3ccc(Br)cc3)CC2)C(=O)N1c1ccc(Cl)cc1 (configuration not stated),-1,-4,1,0.1,-21,3,-34,2.6,0
Cn1c(CC(=O)NNC(=O)c2ccc(Cl)nc2)nc2ccccc21,x,x,x,0.0,14,11,9,x,x
Cc1cc(=O)oc2cc(OCC(=O)NCCCN3CCCC3=O)c(Cl)cc12,-12,3,-1,-0.3,1,-2,-6,-0.7,-4
COC(=O)C(CC(C)C)NC(=O)/C=C/c1ccccc1Cl (configuration not stated),-3,3,-1,0.0,1,4,6,1.2,-2
O=C(C(Cl)Cl)N1CCN(c2ccccn2)CC1,3,-2,1,-0.2,3,2,-13,1.4,-1
COc1ccc(Cl)cc1N(CC(=O)Nc1cccc(SC)c1)S(C)(=O)=O,2,-1,0,0.5,7,-4,-6,3.0,1
CCc1ccc(C(c2ccc(CC)cc2)C(Cl)Cl)cc1,x,x,-1,0.2,11,2,3,0.2,x
Cc1nc(S(=O)(=O)c2ccc(Cl)cc2)c(NCc2ccccc2)o1,1,28*,-4,-0.1,-4,1,-5,-1.2,-3
CCCOP(=O)(c1ccc(N(C)C)cc1)C(O)c1ccc(Cl)cc1 (configuration not stated),7,-8,-5,-0.2,4,-12,7,-1.0,-1
